# Assay outcomes (PubChem BioAssay)
# PDI turbidity = blocks human protein disulfide isomerase activity | PDI insulin aggregation turbidity, A650, 90 min | inhibition, % at 10 µM | hit rate 0.052% among 350,000 | AID 588391;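 active = mean inhibition across replicates of 30% or more, whatever share of single replicates reach that level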;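 also: absorbance from insulin aggregation driven by PDI reduction with DTT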
# MC4R antagonist = human MC4R antagonism in cAMP assay | MC4R-expressing cells, MTII-stimulated cAMP, LANCE TR-FRET | inhibition, % at 6.5 µM | hit rate 0.48% among 360,000;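 active = inhibition above its plate's cutoff, the mean of tested wells on that plate plus 3 SD, cut at about 29% in these data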;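 also: 0% = Melanotan II alone and 100% = Melanotan II plus saturating MCL0020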
# Target sequence (P32245 whole entry, looked up): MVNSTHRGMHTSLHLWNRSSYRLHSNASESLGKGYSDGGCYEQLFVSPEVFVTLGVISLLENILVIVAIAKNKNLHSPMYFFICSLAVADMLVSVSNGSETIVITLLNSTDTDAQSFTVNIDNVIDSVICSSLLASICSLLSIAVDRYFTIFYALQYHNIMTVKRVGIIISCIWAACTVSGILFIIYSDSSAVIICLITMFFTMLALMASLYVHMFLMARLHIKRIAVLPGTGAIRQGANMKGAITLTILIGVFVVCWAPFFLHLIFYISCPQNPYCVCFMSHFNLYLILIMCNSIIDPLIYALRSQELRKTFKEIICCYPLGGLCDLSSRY
#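 Test system: U2OS cells stably expressing human melanocortin 4 receptor (MC4R); also added: Melanotan II challenge; compound: 6.5 µM single dose; timing: 30-min compound preincubation, 1-h Melanotan II challenge, 1-h detection, room temperature; signal: Eu-cAMP/anti-cAMP TR-FRET, emission 671 nm; repeats: one well per compound, no replicates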
# ABCB6 inh 2 = blocks the human ABCB6 transporter; Q9NP58; K562-ABCB6 porphyrin accumulation, flow cytometry, 1 h; hits give low values; fluorescence ratio to DMSO, % at 10 µM; hit rate 0.19% among 360,000; AID 602162;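 active = fluorescence ratio to DMSO below 75%, the collection mean minus 3 SD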;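 also: signal is porphyrin accumulated inside mitochondria; 100% equals median channel fluorescence of DMSO control wells; lower ratio means ABCB6 inhibition with less porphyrin fluorescence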
# H9c2 protect = protects H9c2 cardiomyocytes from peroxide injury; H2O2 injury protection, ATPLite, 2 h; protection from H2O2 cell death, % at 20 µM; hit rate 0.63% among 360,000; AID 588492;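 active = compounds giving at least 50% protection of heart cells from peroxide-induced death in the single-dose screen, raw or plate-pattern-corrected value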;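 also: 0% = DMSO wells with peroxide and 100% = DMSO wells without peroxide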
# Glyco luc inh = blocks N-linked glycosylation in D54 reporter cells | D54 ERlucT glycosylation luciferase reporter, 24 h; percent of 100 nM tunicamycin response | reporter increase, % at 12.5 µM | hit rate 0.23% among 360,000;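 active = mean luciferase reporter signal, scaled so untreated is 0 and the glycosylation-blocking control 100, at or above a set limit in every replicate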;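 also: luciferase carries N-glycosylation sites so blocking glycosylation raises the light; 0% = median of neutral control wells and 100% = median of 100 nM tunicamycin wells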
# Vif imaging = HIV Vif inhibition. HEK293T cells, Vif self-association by quenched fluorescence, imaging, 24 h. AID 602346. inhibition, % at 7.49 µM. hit rate 0.35% among 340,000; in the data active = inhibition above about 50%, passing the limit was not always enough; also: some results filed as inactive read as strong as hits
# CaV13 FRET inh = Disruptors of the CACNA1D IQ motif to Ca2+-dependent inactivation inhibitor domain association, primary screening, Förster resonance energy transfer in intact living …; inhibition, % at 12.3 µM; AID 743397; HEK cells, CFP/YFP FRET ICDI-IQ, plate reader, 10 min; percent FRET-ratio fall versus neutral wells; hit rate 0.098% among 340,000;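 active = mean replicate inhibition of at least 30% and at least 1% of replicates passing that level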;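 also: 0% = median of the neutral control wells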
# HTR2A ag = agonists of mouse serotonin 5-HT2A receptor (HTR2A); AID 624169; P35363; activation, % at 7.6 µM; CHO-K1 mHTR2A beta-arrestin complementation, luminescence; percent of 30 µM serotonin response; hit rate 0.66% among 360,000;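 active = activation above a run cutoff, the mean activation of all tested compounds plus 3 SD, cut at about 14% in these data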;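 also: 0% = plate median of compound wells and 100% = 30 µM serotonin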
# Target sequence (P35363 whole entry, looked up): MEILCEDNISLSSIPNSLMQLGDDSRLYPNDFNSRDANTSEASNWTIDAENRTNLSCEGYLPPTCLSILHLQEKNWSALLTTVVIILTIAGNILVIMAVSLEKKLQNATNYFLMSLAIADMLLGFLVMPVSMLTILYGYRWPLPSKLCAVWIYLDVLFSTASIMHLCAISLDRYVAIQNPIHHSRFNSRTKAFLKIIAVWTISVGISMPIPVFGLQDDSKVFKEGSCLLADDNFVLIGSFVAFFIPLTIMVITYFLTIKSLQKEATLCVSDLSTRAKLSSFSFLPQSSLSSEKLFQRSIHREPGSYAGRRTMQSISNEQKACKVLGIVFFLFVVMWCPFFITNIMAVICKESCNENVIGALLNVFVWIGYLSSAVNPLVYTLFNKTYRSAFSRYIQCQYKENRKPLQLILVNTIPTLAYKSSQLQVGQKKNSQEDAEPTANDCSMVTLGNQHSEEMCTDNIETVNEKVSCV
# MC4R barr agon = activates human MC4R beta-arrestin recruitment | P32245 | U2OS MC4R beta-arrestin complementation, luminescence; percent of melanotan II response, DMSO zero | activation, % at 8.9 µM | hit rate 0.98% among 360,000;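 active = activation above a per-plate cutoff, the mean activation of sample wells on that plate plus 3 SD, cut at about 8% in these data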
# aDG glyco act = increases alpha dystroglycan glycosylation; Pro5-aDG cells, alpha-DG glycosylation AlphaScreen (IIH6); 0% Pro5, 100% B10-LARGE cell signal; activation, % at 10 µM; hit rate 0.22% among 360,000; AID 624168;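 active = activation of at least 8% versus controls, or a plate z-score of at least 8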;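 also: Pro5 are CHO cells carrying HIG-tagged alpha-DG that lacks glycosylation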
# Starred values were filed as active, the others as inactive; / = not tested or not shown.
SMILES,PDI turbidity,MC4R antagonist,ABCB6 inh 2,H9c2 protect,Glyco luc inh,Vif imaging,CaV13 FRET inh,HTR2A ag,MC4R barr agon,aDG glyco act
Cc1ccc(NC(=O)Cc2nc(COC(=O)C(C)NS(=O)(=O)c3ccc(C)cc3)cs2)cc1 (centres undefined),-2.2,-9.5,102.0,-12.8,2.8,18.2,-5.7,-1.0,1.3,-0.2
CCCC(=O)NNC(=O)c1c(O)c2ccccc2[nH]c1=O,-2.1,12.4,97.0,-4.5,1.4,-7.6,-2.0,7.0,1.1,-0.1
Cc1cccc(OCC(=O)N2CCN(C(=O)CCC3CCCC3)CC2)c1,15.5,6.0,99.0,11.8,1.1,-6.7,/,7.4,-0.6,1.3
COc1cc([N+](=O)[O-])ccc1NC(=O)CCCOc1cccc(C)c1C,-0.1,-6.8,98.0,-6.5,1.2,/,-10.3,4.3,-0.6,-0.1
O=C(Nc1ccccc1)c1cccnc1N1CCCC1,9.8,0.5,88.0,7.6,0.2,-2.4,-5.5,-4.3,0.2,0.2
Cc1ccc(C)c(N(CC(=O)NN=C2CCCCCCC2)S(C)(=O)=O)c1,4.7,2.8,92.0,0.9,-0.3,10.7,/,-6.2,0.4,-0.1
Cc1ccc(N2CC(C(=O)OCC(=O)c3ccc(C)c([N+](=O)[O-])c3)CC2=O)cc1 (centres undefined),-0.1,-0.5,94.0,1.7,-0.1,-9.4,-5.0,-2.2,-3.5,0.1
NS(=O)(=O)c1ccc(CCNC(=O)CN2CCCCC2)cc1,-2.5,7.0,104.0,2.3,0.5,4.4,-3.9,4.0,-1.9,-0.2
C=CCn1c(-c2ccc([N+](=O)[O-])cc2)n[nH]c1=S,20.4,1.4,91.0,-2.5,2.4,-5.4,-4.1,3.3,0.1,0.7
Cc1cc(OCC(=O)NCCN2CCOCC2)ccc1Br,11.7,7.2,100.0,-10.2,2.1,6.3,/,-1.7,-2.4,-0.1
Cc1cc(N/N=C/c2ccccc2O)nc(-c2ccccc2O)n1,-7.1,-0.1,93.0,43.3,3.9,-14.4,-4.1,-6.8,-1.1,-0.3
Cc1ccc2nc(-c3ccc(NC(=O)CCN4C(=O)c5ccccc5C4=O)cc3)sc2c1,-35.9,5.0,100.0,-27.3,-14.9,-2.9,-15.6,0.6,7.6,-0.3

# Look-ups from the entries so far:
# Reading for Cc1cccc(OCC(=O)N2CCN(C(=O)CCC3CCCC3)CC2)c1 in aDG glyco act: 1.3
# Reading for C=CCn1c(-c2ccc([N+](=O)[O-])cc2)n[nH]c1=S in H9c2 protect: -2.5

# The list goes on.
SMILES,PDI turbidity,MC4R antagonist,ABCB6 inh 2,H9c2 protect,Glyco luc inh,Vif imaging,CaV13 FRET inh,HTR2A ag,MC4R barr agon,aDG glyco act
CC(C)(Nc1ccccc1)C(=O)c1ccccc1,7.9,7.2,102.0,0.3,0.8,-2.7,-5.3,-0.4,3.1,-0.2
O=S(=O)(c1cccs1)N1CCN(c2cccc(Cl)c2)CC1,-10.6,5.8,101.0,-1.1,-2.6,-3.4,-2.7,-3.3,-2.9,-0.2
CCOc1ccc(Nc2ccc(S(=O)(=O)N3CCN(C)CC3)cc2[N+](=O)[O-])cc1OCC,-6.2,2.3,95.0,-2.0,-1.9,0.6,-5.5,-3.5,0.9,-0.2
CCC(C)Cn1cnc2c(SCc3ccccc3F)nc(N)nc21 (centres undefined),-3.8,-3.8,99.0,-16.7,-2.5,-16.6,-4.7,-4.2,-1.0,0.2
NCCC1CCCC(CCN)N1 (centres undefined),-3.6,9.7,100.0,-7.3,-0.9,-3.0,-4.7,-1.0,1.0,0.0
O=C1Nc2cc3c(cc2Sc2ccccc21)OCCO3,9.9,3.4,97.0,-3.3,-0.1,-5.9,-5.8,-1.7,0.4,-0.1
Cc1c(C)c2c(OCC(=O)O)cc3c(c2oc1=O)CCC(C)(C)O3,2.3,0.0,95.0,4.1,-0.5,1.4,-17.9,-3.0,-0.7,0.0
Cc1cc(N2CC(C(=O)O)CC2=O)ccc1Br (centres undefined),12.6,-6.5,89.0,-1.3,-0.4,10.9,-0.1,10.8,-1.9,-0.1
NC(=O)CC(NC(=O)c1cccc(Br)c1)c1ccc(NC2CCC2)c([N+](=O)[O-])c1 (centres undefined),-12.2,10.1,97.0,-0.6,-1.0,-2.4,-12.3,-12.1,-1.5,-0.2
Nc1cccc(NC(=O)CCC(=O)NCc2ccco2)c1,-4.8,8.8,99.0,-0.6,1.1,23.6,-19.3,3.4,-1.9,0.0
COc1cc(NC(=O)CCC2CCCC2)cc(-n2cnnn2)c1,6.4,2.5,88.0,-7.0,0.8,2.6,-4.9,0.2,-2.6,0.1
Cn1c(=O)c(=O)n(C)c2cc(S(=O)(=O)CCC(=O)Nc3ccc(C(F)(F)F)cc3)ccc21,-3.4,-0.9,103.0,-6.8,0.6,1.8,-2.8,-1.5,0.3,-0.3

# Fetched by compound from the list above:
SMILES,PDI turbidity,MC4R antagonist,ABCB6 inh 2,H9c2 protect,Glyco luc inh,Vif imaging,CaV13 FRET inh,HTR2A ag,MC4R barr agon,aDG glyco act
Cc1c(C)c2c(OCC(=O)O)cc3c(c2oc1=O)CCC(C)(C)O3,2.3,0.0,95.0,4.1,-0.5,1.4,-17.9,-3.0,-0.7,0.0
O=S(=O)(c1cccs1)N1CCN(c2cccc(Cl)c2)CC1,-10.6,5.8,101.0,-1.1,-2.6,-3.4,-2.7,-3.3,-2.9,-0.2

# Back to the main list, starting 2 compounds before the break.
SMILES,PDI turbidity,MC4R antagonist,ABCB6 inh 2,H9c2 protect,Glyco luc inh,Vif imaging,CaV13 FRET inh,HTR2A ag,MC4R barr agon,aDG glyco act
COc1cc(NC(=O)CCC2CCCC2)cc(-n2cnnn2)c1,6.4,2.5,88.0,-7.0,0.8,2.6,-4.9,0.2,-2.6,0.1
Cn1c(=O)c(=O)n(C)c2cc(S(=O)(=O)CCC(=O)Nc3ccc(C(F)(F)F)cc3)ccc21,-3.4,-0.9,103.0,-6.8,0.6,1.8,-2.8,-1.5,0.3,-0.3
O=C(NCC(c1ccco1)N1CCCCC1)c1cccc(S(=O)(=O)Nc2ccc(F)cc2)c1 (centres undefined),8.6,6.6,100.0,-3.4,-2.5,0.7,-15.0,-0.9,-1.2,0.4
Cn1c(SCC(=O)N2CCN(S(=O)(=O)c3ccccc3)CC2)nc2ccccc21,-4.3,3.4,97.0,1.1,0.7,-4.5,-6.6,-0.4,-1.5,0.2
CC(=O)Nc1ccc2c(CSc3nnc(-c4cccnc4)n3-c3ccc(C)cc3C)cc(=O)oc2c1,3.1,-6.3,96.0,10.8,-0.4,-4.6,-2.7,-0.8,-4.6,-0.4
COc1ccc2[nH]c3c(c2c1)CCN1C(=O)C(CC(=O)NC/C=C(\C)CCC=C(C)C)C[C@H](C(=O)N2CCOCC2)[C@@]31CCC1CCCC1 (some centres undefined),0.2,-1.8,94.0,-4.4,2.2,8.8,-5.6,6.6,0.0,0.1
COc1cc(OC)c(OC)cc1CNCCSc1nnnn1C,10.2,-0.7,102.0,-1.2,1.0,3.3,-6.1,0.2,0.2,-0.1
Cc1cc(C)n(-c2ccc(NC(=O)C3CCN(Cc4ccc(C)o4)CC3)cc2)n1,16.7,-0.7,91.0,2.3,1.6,-6.8,-4.2,4.2,1.2,0.0
CCCNS(=O)(=O)c1ccc(OCC(=O)N2CCc3ccccc3C2)c(C)c1,9.7,8.6,97.0,-5.0,-1.1,0.6,-1.9,-5.7,-1.4,0.0
Cc1ccc2nccc(C(=O)N3CCCC(Nc4ccc(C)c(C)c4)C3)c2c1 (centres undefined),13.6,12.8,95.0,2.4,-2.9,19.0,-5.1,-0.7,-0.8,0.0
Cc1ccc(NC(=O)Cc2ccc3c(c2)CCCC3)cc1C,-6.0,11.1,93.0,-12.9,0.4,/,-6.6,1.3,1.7,0.0
NNC(=O)c1cc2ccccc2cc1NS(=O)(=O)c1ccccc1,-1.1,4.2,97.0,4.9,0.4,7.5,-3.9,-8.2,-1.6,-0.1
CN(C(=O)C(=O)c1cn(CC(=O)N2CCCC2)c2ccccc12)C1CCCCC1,3.3,-3.3,97.0,-2.5,0.3,-0.5,-9.1,8.6,-2.8,-0.4
COC(=O)CSc1nnc(C2COc3ccccc3O2)n1-c1ccccc1 (centres undefined),-7.8,15.6,103.0,15.3,-0.6,4.9,-6.7,3.0,-1.3,-0.1

# Only CaV13 FRET inh and H9c2 protect (5 entries from above):
structure | CaV13 FRET inh | H9c2 protect
COc1ccc2[nH]c3c(c2c1)CCN1C(=O)C(CC(=O)NC/C=C(\C)CCC=C(C)C)C[C@H](C(=O)N2CCOCC2)[C@@]31CCC1CCCC1 (some centres undefined) | -5.6 | -4.4
CC(=O)Nc1ccc2c(CSc3nnc(-c4cccnc4)n3-c3ccc(C)cc3C)cc(=O)oc2c1 | -2.7 | 10.8
NNC(=O)c1cc2ccccc2cc1NS(=O)(=O)c1ccccc1 | -3.9 | 4.9
CCCNS(=O)(=O)c1ccc(OCC(=O)N2CCc3ccccc3C2)c(C)c1 | -1.9 | -5.0
CN(C(=O)C(=O)c1cn(CC(=O)N2CCCC2)c2ccccc12)C1CCCCC1 | -9.1 | -2.5

# Next compounds follow:
SMILES,PDI turbidity,MC4R antagonist,ABCB6 inh 2,H9c2 protect,Glyco luc inh,Vif imaging,CaV13 FRET inh,HTR2A ag,MC4R barr agon,aDG glyco act
CC1CCCC(=NNC(=O)C2COc3ccccc3O2)C1 (centres undefined),-0.7,-0.8,100.0,-1.0,0.0,-2.4,-6.3,-3.5,-0.3,0.0
COc1cc(/C=N/Nc2nc(Nc3ccc(C)cc3)nc(-n3nc(C)cc3C)n2)cc(OC)c1OC,9.4,28.9*,97.0,57.2*,-0.5,12.3,-5.7,8.6,4.2,-0.2
CCC1CCCCN1C(=O)Cn1c(=O)oc2ccccc21 (centres undefined),0.9,1.6,99.0,1.6,1.8,/,0.4,7.2,-1.9,0.7
COc1ccc(NC(=O)c2ccc(Oc3ncccn3)cc2)cc1,7.7,-0.6,89.0,-3.0,-0.9,3.7,-4.6,6.9,3.2,3.4
O=C1CCC(C(=O)N2CCCCCC2)CN1Cc1cccc(C(F)(F)F)c1 (centres undefined),-3.2,5.5,98.0,-1.4,-0.5,1.0,-1.7,3.0,-1.4,0.0
